CHO parental Ca – ATP-evoked calcium signal inhibitors, parental CHO, primary screen, counter-screen for OX1R antagonist project, cell-based, fluorescence, Fluo-8 calcium dye. parental CHO-K1, ATP-induced calcium, Fluo-8 fluorescence. inhibition, % at 5.6 µM. 330,000 compounds, 0.63% hits. AID 463079, 2010;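 active = inhibition above that plate's mean sample inhibition plus 3 SD, cut at about 26% in these data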;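 also: 0% = ATP-challenged DMSO wells and 100% = DMSO wells without ATP; some compounds past the cut are filed as inactive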
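Material: Parental CHO cells | Reagent: ATP | Compound dosing: Single nominal dose of 5.6 µM per compound | Detection: Intracellular calcium via Fluo-8 no-wash fluorescent dye | Read-out: % inhibition of ATP-induced calcium mobilization | Benchmarks: Low control ATP plus DMSO, high control DMSO only | Replicates: Singlicate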
OXTR potentiate – human OXTR potentiators, primary screen, fluorescence, CHO-OTR cells, Fluo-8 calcium; Fluo-8 calcium fluorescence, potentiator mode; 0% = oxytocin EC15, 100% = EC100; activation, % at 3 µM; 320,000 compounds, 0.061% hits; AID 2445, 2010;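 active = activation above that plate's cutoff, the mean activation of tested compounds plus 3 SD, cut at about 6.6% in these data, passing the limit was not always enough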;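 also: 100% uses oxytocin at 75 nM as the full agonist control; some results filed as inactive read as strong as hits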
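Assay system: CHO cell line stably expressing human OTR | Also added: Oxytocin at about EC15, sub-maximal agonist stimulus | Times: Compound 6 min at room temperature before oxytocin, 100 s read | Measured by: Fluo-8 intracellular calcium fluorescence, ex 470-495, em 515-575 nm | Controls: EC15 oxytocin alone as 0%, 75 nM oxytocin as 100%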
CHRM4 agonist – human M4 muscarinic receptor agonists, primary screen, CHO-K1 cells, Fluo-8 calcium fluorescence; Muscarinic acetylcholine receptor M4 (Homo sapiens), P08173; CHO-K1 hM4/Gqi5; vehicle 0%, full acetylcholine response 100%; activation, % at 3 µM; 360,000 compounds, 0.14% hits;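 active = activation above the run mean over all test wells plus 3 SD, cut at about 32% in these data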;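 also: peak over basal fluorescence ratio per well then scaled between controls; 0% = DMSO wells and 100% = acetylcholine at EC100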
Target sequence (P08173 whole entry, looked up): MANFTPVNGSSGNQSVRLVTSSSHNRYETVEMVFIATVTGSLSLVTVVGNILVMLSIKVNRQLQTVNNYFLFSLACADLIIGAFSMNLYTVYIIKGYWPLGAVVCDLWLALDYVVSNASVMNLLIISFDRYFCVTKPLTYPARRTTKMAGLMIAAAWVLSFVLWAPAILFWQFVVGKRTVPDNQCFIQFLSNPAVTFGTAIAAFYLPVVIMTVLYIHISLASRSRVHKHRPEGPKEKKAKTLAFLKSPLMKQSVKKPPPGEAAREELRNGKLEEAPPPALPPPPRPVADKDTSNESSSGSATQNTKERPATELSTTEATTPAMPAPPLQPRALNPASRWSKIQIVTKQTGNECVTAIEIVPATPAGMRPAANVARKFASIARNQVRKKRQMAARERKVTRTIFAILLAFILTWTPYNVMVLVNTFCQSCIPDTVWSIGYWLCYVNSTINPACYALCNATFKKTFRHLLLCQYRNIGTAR
CHRM1 agonist – human M1 muscarinic receptor agonists, primary screen, Fluo-8 calcium fluorescence, CHO-K1 cells, HTS; Muscarinic acetylcholine receptor M1 (Homo sapiens), P11229; CHO-K1 hM1, agonist mode; 0% DMSO, 100% acetylcholine EC100; activation, % at 3 µM; 360,000 compounds, 0.33% hits; AID 588814, 2011;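 active = activation above the run's mean compound activation plus 3 SD, cut at about 16% in these data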;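 also: peak over basal fluorescence ratio within a 140 s kinetic read after compound addition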
Target sequence (P11229 whole entry, looked up): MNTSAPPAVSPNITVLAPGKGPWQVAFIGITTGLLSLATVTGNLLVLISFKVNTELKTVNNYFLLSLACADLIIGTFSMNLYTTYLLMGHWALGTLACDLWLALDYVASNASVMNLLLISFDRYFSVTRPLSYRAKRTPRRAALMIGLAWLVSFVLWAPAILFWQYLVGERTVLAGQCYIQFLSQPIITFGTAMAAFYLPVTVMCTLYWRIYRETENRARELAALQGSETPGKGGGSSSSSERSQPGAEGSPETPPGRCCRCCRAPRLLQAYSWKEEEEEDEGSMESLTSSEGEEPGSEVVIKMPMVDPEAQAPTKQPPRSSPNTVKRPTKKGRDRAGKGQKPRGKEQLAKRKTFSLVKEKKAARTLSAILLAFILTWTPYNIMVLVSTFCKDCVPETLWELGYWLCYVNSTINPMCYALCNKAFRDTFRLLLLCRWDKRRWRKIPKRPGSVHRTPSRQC
CHO-K1 Ca antag – nonselective inhibitor or artifact in parental CHO-K1 cells; ATP-induced calcium, Fluo-8 fluorescence; inhibition, % at 3 µM; 360,000 compounds, 0.6% hits;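 active = inhibition above a per-plate cutoff, the plate's mean sample inhibition plus 3 SD, cut at about 24% in these data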;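 also: 0% = DMSO plus EC80 ATP and 100% = DMSO alone without ATP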
CHO-K1 Ca ag – counter-screen for M1 agonists: effect in parental CHO-K1 cells; Fluo-8 calcium fluorescence; scaled to maximal ATP response, vehicle zero; 360,000 compounds, 0.48% hits; activation, % at 3 µM; in the data active = activation above about 15%;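 also: untransfected CHO-K1 host cells lacking M1 receptor as counterscreen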
CHRM1 antagonist – human M1 muscarinic receptor antagonists, primary screen, CHO-K1 cells, Fluo-8 calcium fluorescence, 1536-well; Muscarinic acetylcholine receptor M1 (Homo sapiens), P11229; CHO-K1 hM1, ACh EC80 antagonist; inhibition, % at 3 µM; 360,000 compounds, 1.3% hits; AID 588852, 2011;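 active = percent inhibition above its own plate's cutoff, namely the mean of that plate's compound wells plus 3 SD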;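 also: peak over basal fluorescence ratio during 140 s after agonist addition; 0% = ACh EC80 plus DMSO and 100% = DMSO alone without agonist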
M1 PAM – human M1 muscarinic receptor positive allosteric modulators, primary screen, CHO-K1 cells, Fluo-8 calcium fluorescence, 1536-well | Muscarinic acetylcholine receptor M1 (Homo sapiens), P11229 | CHO-K1 hM1, ACh EC20; 0% = ACh EC20, 100% = maximal ACh | activation, % at 3 µM | 360,000 compounds, 0.088% hits | AID 588819, 2011; in the data active = activation above about 19%, passing the limit was not always enough
M4 antag – human M4 muscarinic receptor antagonists, primary screen, CHO cells, Fluo-8 calcium fluorescence; Muscarinic acetylcholine receptor M4 (Homo sapiens), P08173; CHO-hM4 cells, ACh EC80; inhibition, % at 3 µM; 360,000 compounds, 0.73% hits; AID 624125, 2012;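 active = inhibition above its plate's cutoff, the mean inhibition of sample wells plus 3 SD, cut at about 27% in these data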;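 also: 0% = acetylcholine EC80 with DMSO and 100% = DMSO without agonist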
Starred values were filed as active, the others as inactive; nt = not tested or not shown. Rows are unselected (roughly 2.9% active in at least one column).

Structure	CHO parental Ca	OXTR potentiate	CHRM4 agonist	CHRM1 agonist	CHO-K1 Ca antag	CHO-K1 Ca ag	CHRM1 antagonist	M1 PAM	M4 antag
Cc1ccc(NC(=O)c2cc(C(=O)Nc3ccc(C)cc3)n(C)n2)cc1	-9	2	9	-3	-2	2.5	-8	3	4
COc1ccc(-n2cc(C#N)c(=O)n(Cc3ccc(F)cc3)c2=O)cc1	-10	-6	3	-9	-4	1.0	2	-1	8
CCc1nc2ccccc2c(C(=O)OCC(=O)NC2CC2)c1C	-11	-4	2	-4	-20	1.3	-5	1	-4
CC(=NNC(=S)SCc1ccccc1)c1ccccn1	nt	nt	1	-5	-23	1.9	-17	6	-11
CCOC(=O)C1=C(O)/C(=C/c2cc(OC)c(O)c(OC)c2)SC1=Nc1ccc(OC)cc1	nt	nt	4	-3	-2	3.4	-1	0	5
Cc1c(C(=O)NCC2CCCO2)oc2ccc(S(=O)(=O)N3CCCCC3)cc12 (stereo not drawn)	-8	-3	13	2	-17	5.7	-8	2	-5
COC(=O)c1sc(S(=O)(=O)NCc2cccs2)c(C(=O)OC)c1C	-17	-11	1	-6	-6	1.8	-5	7	8
COC(=O)[C@@]1(Cc2ccc(F)cc2)[C@H]2c3cc(C(=O)N(C)C)n(CCc4ccc(OC)c(Br)c4)c3C[C@H]2CN1C(=O)c1ccccc1	-37	-8	0	-9	-11	0.2	-6	5	-9
COc1ccccc1NC1=C(NC(C)=O)C(=O)c2ccccc2C1=O	nt	nt	6	-4	-11	-0.2	-6	6	10
CC(=O)N[C@H]1[C@H](OC2CCCCC2)O[C@H](COC(C)=O)[C@@H](OC(C)=O)[C@@H]1OC(C)=O	0	-13	1	-3	-10	2.3	-15	10	-2
CN(C)S(=O)(=O)c1ccc(C(=O)Nc2nnc(-c3ccc4c(c3)CCCC4)o2)cc1	-11	0	0	-5	0	2.2	-5	8	-19
CCCOc1ccc(F)cc1-c1cc(C(=O)Nc2ccc(OC)nc2)[nH]n1	nt	nt	5	0	2	1.3	-8	6	6
CC(C)(CCC(=S)N1CCOCC1)C1CCCCC1	-13	3	-2	-4	-15	-0.1	-15	7	-4
Cn1c2ccc(F)cc2c2ncn(CCN3CCOCC3)c(=O)c21	-5	0	1	3	-4	0.2	-8	5	-1
Cc1ccc(NC(=O)/C=C2\NC(=O)CS2)cc1	0	1	0	-1	-17	0.0	-13	4	-14
COc1ccc(Nc2nc(-c3ccncc3)nc3ccccc23)cc1	-15	2	6	-6	0	3.0	10	3	-7
CC1Cc2ccccc2N1C(=O)CSc1nnc(CSc2ncccn2)n1C (stereo not drawn)	-10	-3	0	-8	-6	0.2	-7	6	12
O=C(CCN1C(=O)C2CC=C(Cl)CC2C1=O)N1CCCCC1 (stereo not drawn)	5	-12	1	-2	-4	0.5	1	4	-13
O=C(Nc1nnc(S(=O)(=O)N2CCN(c3ccc(F)cc3)CC2)s1)c1ccccc1	0	-8	1	-1	-3	0.5	-1	-1	2
COc1ccccc1CN1C(=O)CN(C2CCCC2)C(=O)C1c1ccc(F)cc1 (stereo not drawn)	-24	-2	-1	-2	-3	0.6	3	6	1
Cc1ccc(OCC(=O)N2N=C(C(F)(F)F)CC2(O)C(C)(C)C)cc1C (stereo not drawn)	80*	-7	6	-6	4	2.1	12	-10	3
CC(=O)NS(=O)(=O)c1ccc(NC(=O)CSc2ccc(C)cc2)cc1	-7	-1	2	-5	-8	0.9	-15	9	-12
Cc1cc(C)c(C)c(S(=O)(=O)NCCN2CCOCC2)c1C	-12	9	1	-2	2	1.1	-11	5	14
COc1cc(OC)cc(C(=O)NC(=S)Nc2nnn(C)n2)c1	-14	-4	0	-5	-15	1.7	-7	6	3
CCCC(=O)c1cc(-c2nc3ccccc3n2C)n(C)c1	-21	-4	3	-3	-4	1.2	-23	3	-4
CCn1nnc(NC(=O)C(C)(c2ccccc2)c2ccccc2)n1	7	-2	1	-4	-8	0.1	-1	4	6
Cc1c2cnn(CC(=O)N3CCOCC3)c(=O)c2c(C)n1Cc1ccccc1F	-4	-2	0	5	-9	0.8	-10	5	11
CCN(CCCNC(=O)C1CCN(S(=O)(=O)CC)CC1)c1cccc(C)c1	-11	-5	2	-8	-3	-0.1	-26	0	-8
CC(=O)N(CCC(c1ccco1)C(C)C)Cc1ccc(Cl)cc1 (stereo not drawn)	-33	-12	0	-2	-25	-0.1	-12	3	-5
O=C(CCCC(=O)OCC(Cl)=C(Cl)Cl)Nc1ccccc1	-5	1	3	-9	-6	1.4	0	0	-3
CCC1=NC(c2ccc(OC)cc2OC)N(O)C1(C)C (stereo not drawn)	-1	-7	1	-6	-10	1.0	-7	12	-8
O=C(Nc1nc2cc3c(cc2s1)OCO3)c1cccc(N2C(=O)CCC2=O)c1	-10	7	1	0	2	0.0	-9	5	-13
O=C(Nc1ccc2c(c1)CCC2)C1COc2ccccc2O1 (stereo not drawn)	-18	-4	1	-6	-14	0.2	-13	6	-2
Cn1c(=O)c2c(nc(SCCNS(=O)(=O)c3ccccc3)n2C)n(C)c1=O	-11	-2	4	-6	-12	1.0	0	3	0
O=C(CSc1nnc(-c2cccc(S(=O)(=O)N3CCCC3)c2)n1-c1ccccc1)Nc1cccc(C(=O)O)c1	4	3	1	-1	-4	0.3	-19	0	14
Cn1cc(-c2csc(C(O)c3ccccc3)n2)cn1 (stereo not drawn)	nt	nt	1	-3	-4	0.7	-12	8	-1
COc1ccc(S(=O)(=O)N2CCCC(C(=O)Nc3ccc(OC)c(OC)c3)C2)cc1 (stereo not drawn)	-3	-11	8	-2	-7	2.4	-1	1	-7
CN(CC1CCOCC1)C(=O)CC1C(=O)NCCN1CC1CCCCC1 (stereo not drawn)	-11	0	3	-7	-2	-0.4	-6	7	-4
CC(C)Cn1nc(NS(=O)(=O)c2ccccc2)c2cc3ccccc3nc21	-7	-1	0	-4	-5	0.4	-6	3	21
Cc1[nH]c2ccccc2c1CCN(Cc1cccs1)C(=S)NC(C)(C)C	-6	-2	2	0	-6	1.7	-15	11	-8
CCOc1ccc(CCNC(=O)CCC(=O)N2CCSc3ccccc32)cc1OCC	-19	-15	18	-3	2	5.3	-3	-10	-17
COc1ccc(CNC(=O)Cn2nc(C)n3cccc3c2=O)cc1	5	-5	0	-3	-3	-0.1	2	-1	6
Cc1ccc(S(=O)(=O)N(CCC(=O)NCC(c2ccccc2)N(C)C)c2ccccc2)cc1 (stereo not drawn)	nt	nt	1	-8	-15	0.6	8	-5	4
O=C(COC(=O)c1ccc(S(=O)(=O)N2CCOCC2)cc1)Nc1nc(-c2ccccc2)cs1	-22	-16	1	-2	-2	0.5	-6	7	15
COc1ccc(NC(=O)N(C)C[C@H]2Oc3c(NC(=O)NC4CCCCC4)cccc3C(=O)N([C@H](C)CO)C[C@@H]2C)cc1	-18	4	2	-3	-21	1.4	-11	10	-14
Cc1ccc(CN2[C@@H](CC3CCCCC3)COCCS2(=O)=O)cc1	-13	-7	0	-7	2	0.5	6	-3	7
O=C(CSc1nc2ccccc2c(=O)n1CCCO)NCc1ccccc1	-19	-5	3	8	-15	0.7	-7	9	-18
Cc1nnc(NC(=O)c2cc(-c3ccco3)nc3ccccc23)s1	-11	-9	-1	-2	6	-0.7	2	2	11
COc1ccc2c(c1)c(CC(=O)NCc1cc([N+](=O)[O-])ccc1O)c(C)n2C(=O)c1ccc(Cl)cc1	-9	-6	1	-3	0	0.7	-7	8	-1
NC(=O)C1(N2CCCCC2)CCN(CC(=O)Nc2ccccc2Sc2ccccc2)CC1	-10	5	1	-6	-23	0.7	-21	-6	-9
COc1ccc(C(=O)NNC2=NCCCCC2)cc1	0	1	1	-11	-16	0.5	3	-5	4
CCC1(C)Cc2ccccc2-c2nc(SCC(N)=O)[nH]c(=O)c21 (stereo not drawn)	-8	-1	1	-6	-6	-0.1	-8	6	-18
O=C(NCc1ccccn1)Nc1ccc(F)c(Cl)c1	-5	1	2	-2	-10	1.1	7	-4	4
CCNC(=O)C(=O)NCC(c1ccc2c(c1)OCO2)N1CCOCC1 (stereo not drawn)	3	-4	1	1	7	0.2	1	10	-3
CCOC(=O)c1c(C)[nH]c(C(=O)COC(=O)/C=C/c2ccc3c(c2)OCO3)c1C	12	-3	0	-7	-1	0.3	-1	-5	7
COC(=O)c1c(NC(=O)CS(=O)(=O)c2ccccc2)sc(C)c1C	-24	-13	3	-5	-4	-0.4	-6	6	-15

One compound at a time, as listed above. Order of screens: CHO parental Ca, OXTR potentiate, CHRM4 agonist, CHRM1 agonist, CHO-K1 Ca antag, CHO-K1 Ca ag, CHRM1 antagonist, M1 PAM, M4 antag
COc1ccc(C(=O)NNC2=NCCCCC2)cc1 in the list: 0, 1, 1, -11, -16, 0.5, 3, -5, 4
O=C(NCc1ccccn1)Nc1ccc(F)c(Cl)c1 in the list: -5, 1, 2, -2, -10, 1.1, 7, -4, 4

Further compounds
Structure	CHO parental Ca	OXTR potentiate	CHRM4 agonist	CHRM1 agonist	CHO-K1 Ca antag	CHO-K1 Ca ag	CHRM1 antagonist	M1 PAM	M4 antag
CC(C)c1ccc(-c2nc3c([nH]2)c(=O)n(C)c(=O)n3C)cc1	-5	-6	0	-1	-2	0.4	-2	-6	3
CC(=O)OCCn1c(C)[n+](CCOC(C)=O)c2cc(Cl)c(Cl)cc21	-6	9	10	-10	8	1.9	4	-4	1
NC(COCc1ccccc1)c1csc(Nc2nccc(C(F)(F)F)n2)n1 (stereo not drawn)	nt	nt	6	4	-3	1.0	-8	3	-10
CCOC(=O)C1C(=O)C(=O)N(C(C)C)C1C(=O)OCC (stereo not drawn)	nt	nt	0	0	-11	0.2	11	-1	3
Cc1c(NS(=O)(=O)c2cc(C(=O)NCc3cccnc3)cc(Cl)c2Cl)c(=O)n(-c2ccccc2)n1C	-43	-13	0	-6	5	4.0	-12	8	-6
O=C(Nc1ccn(Cc2c(F)c(F)cc(F)c2F)n1)c1cccc(Cn2cc([N+](=O)[O-])cn2)c1	-4	-9	11	-3	-4	4.7	6	-8	11
O=C(O)c1cc(-c2ccccc2Cl)n(-c2ccc(F)cc2)n1	-3	4	-1	-8	-20	3.2	-7	7	-10
